Compound activity from PubChem BioAssay.
Tat transport – inhibitors of E. coli Tat protein transport | E. coli MC4100 TorA-mCherry Tat export, fluorescence | inhibition, % at 10 µM | hit rate 0.036% among 340,000;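 active = mean replicate inhibition at least 50% and at least half of replicates individually reaching 50%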;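 note: exported cargo escapes ClpAP degradation while cytoplasmic cargo is degraded and loses fluorescence; 0% = median of neutral control wells and 100% = median of NaSCN control wells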
E coli growth – reduces bacterial viability in AddAB counter-screen; E. coli V3065 growth, OD600 absorbance, 18 h; hit rate 0.27% among 330,000; inhibition, % at 11.9 µM;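 active = inhibition above the campaign's mean inhibition across all tested compounds plus 3 SD, cut at about 9.9% in these data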;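 note: uninfected addAB+ strain grown without phage in ampicillin broth; 0% = DMSO wells and 100% = ciprofloxacin 0.95 µg/ml wells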
AddAB inh – less growth of phage-infected E. coli with AddAB; AID 435030; hit rate 0.29% among 330,000; E. coli expressing H. pylori AddAB, absorbance growth; inhibition, % at 11.9 µM; in the data active = inhibition above about 12%;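 note: 0% = vehicle wells of infected cells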
MITF act – MITF TRPM1 promoter activation in melanoma cells; SK-MEL-5 TRPM1-promoter luciferase, 24 h; % of positive control, neutral wells = 0; activation, % at 12.5 µM; hit rate 0.75% among 300,000; AID 588334;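 active = mean activation of at least 80% with every replicate also reaching 80%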;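 note: 0% = neutral control wells and 100% = parthenolide positive control wells; values of inactives mirror those of a sister screen read the other way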
phage Ecoli inh – E. coli growth loss with phage present; growth absorbance; inhibition, % at 11.9 µM; hit rate 0.26% among 360,000; in the data active = inhibition above about 11%
CAL PDZ FP-1 – blocks peptide binding to the human CAL PDZ domain; Q9HD26; purified CAL PDZ, TMR-peptide fluorescence polarization, 1 h; inhibition, % at 24.9 µM; hit rate 0.92% among 300,000; AID 602252;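 active = mean inhibition of at least 30% with at least half of replicates also reaching 30%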;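 note: 0% = DMSO neutral control and 100% = excess unlabeled competitor peptide PRC23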
Wnt act – Wnt/beta-catenin pathway activation | hit rate 1.2% among 300,000 | Wnt/beta-catenin reporter cell assay, activator, plate reader | AID 743398 | activation, % at 9.35 µM; in the data active = activation above about 30%, passing the limit was not always enough;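 note: 0% = neutral control wells and 100% = positive control wells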
SR-BI HDL uptake – mouse SR-BI HDL lipid transfer inhibition. inhibition, % at 12.5 µM. Q61009. ldlA[mSR-BI] CHO cells, DiI-HDL uptake fluorescence, 3 h. hit rate 0.96% among 320,000;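 active = mean replicate inhibition of at least 70% and a set share of replicates each scoring 70 or more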;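 note: 0% = median of neutral control wells and 100% = median of positive control wells; values of inactives mirror those of a sister screen read the other way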
Target sequence (Q61009 whole entry, looked up): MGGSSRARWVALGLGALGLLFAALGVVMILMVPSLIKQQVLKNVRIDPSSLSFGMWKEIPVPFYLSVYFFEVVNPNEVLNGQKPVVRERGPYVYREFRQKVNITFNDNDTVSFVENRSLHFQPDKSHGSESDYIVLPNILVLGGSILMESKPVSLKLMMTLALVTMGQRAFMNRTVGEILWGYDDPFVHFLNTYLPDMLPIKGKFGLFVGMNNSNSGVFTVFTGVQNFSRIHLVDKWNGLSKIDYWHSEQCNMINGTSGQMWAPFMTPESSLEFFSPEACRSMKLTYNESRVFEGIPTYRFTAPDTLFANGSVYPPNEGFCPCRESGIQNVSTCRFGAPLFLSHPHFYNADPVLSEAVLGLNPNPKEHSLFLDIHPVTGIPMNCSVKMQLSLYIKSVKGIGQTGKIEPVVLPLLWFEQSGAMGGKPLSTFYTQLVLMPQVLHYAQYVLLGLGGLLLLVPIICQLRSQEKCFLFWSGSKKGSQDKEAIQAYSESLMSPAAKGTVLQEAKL
CAL PDZ FP-2 – inhibitors of human CAL PDZ peptide binding; AID 504414; inhibition, % at 20 µM; Q9HD26; purified CAL PDZ, TMR-peptide fluorescence polarization, 1 h; hit rate 0.02% among 330,000;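 active = highest replicate inhibition of at least 40%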;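 note: plate controls were DMSO neutral control wells for no effect and unlabeled competitor peptide control wells for full effect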
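Read-out basis: mP drop reported as inhibition | Assay system: Tagged CAL PDZ protein CerCALP, purified | Benchmarks: Unlabelled peptide for full inhibition, DMSO wells as neutral | Schedule: 1 h incubation at room temperature before polarization reading | Buffer or medium: Sodium phosphate/NaCl buffer pH 7.4 with TCEP, IgG, Thesit | Doses: Single point, 20 µM | Measured by: Fluorescence polarization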
SR-BI uptake up – enhances SR-BI lipid uptake from DiI-HDL; CHO ldlA[mSR-BI] cells, DiI-HDL uptake fluorescence, 3 h; 100 = double the neutral-control signal; activation, % at 12.5 µM; hit rate 0.096% among 320,000; AID 504775;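 active = mean replicate activation of at least 60% and every replicate at or above 60%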;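 note: 0% = median plate neutral-control signal and 100% = twice that signal; values of inactives mirror those of a sister screen read the other way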
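system = CHO ldlA[mSR-BI] cells, LDL receptor-null, SR-BI overexpressing | medium = Ham's F12 with 0.5% BSA, HEPES 25 mM, pH 7.4 | probe or stimulus = DiI-HDL 10 µg/mL | compound dosing = single-point compound dose | incubation = compound exposure 3 h, 37 °C | technique = DiI fluorescence, bottom read | read-out = cell-associated DiI fluorescence as measure of HDL uptake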
Active calls of the source: *; nt = not tested or not shown.

SMILES	Tat transport	E coli growth	AddAB inh	MITF act	phage Ecoli inh	CAL PDZ FP-1	Wnt act	SR-BI HDL uptake	CAL PDZ FP-2	SR-BI uptake up
COc1ccc2ccccc2c1/C=N/N1C(=O)CSC1=S	-1	-0.8	-1.9	-2	4.0	-4	1	37	-1.2	-37
CCCN1CNC(=S)N(c2ccc(C)cc2C)C1	-4	-2.9	0.4	nt	1.4	-5	-1	12	-0.6	-12
Cc1ccc(Nc2ccc(C(=O)O)cc2[N+](=O)[O-])cc1	-7	-1.2	0.3	-15	-1.2	-4	3	0	0.6	0
CCN(CC(=O)NCc1cccs1)c1ccc(S(=O)(=O)N2CCN(C)CC2)cn1	-6	0.2	0.2	1	2.7	6	-3	-13	0.0	13
O=C(Nc1ccccn1)C(=O)N1CCCCC1	-4	3.0	2.1	35	2.9	-2	nt	-16	0.0	16
Cc1cc(NC(=O)CN2CCC(n3nnc4cc(C(F)(F)F)ccc43)CC2)no1	2	0.3	4.2	-16	2.3	0	-1	-1	-0.7	1
O=C(Nc1ccc(Br)cc1C(=O)O)c1ccc2c(c1)C(=O)N(Cc1ccccc1)C2=O	9	0.3	1.0	-11	1.6	-2	2	16	-2.6	-16
CS(=O)(=O)Nc1ccc(C(=O)Nc2ccc3ccccc3c2)cc1	1	1.6	2.8	nt	-1.2	-2	2	5	-1.0	-5
O=C(CCN1C(=O)/C(=C/c2ccccc2Cl)SC1=S)NCCCN1CCOCC1	-3	-2.1	4.2	-3	0.5	-2	-3	-18	-1.5	18
Cc1ccc(NC(=S)N(CCC(C)C)C(C)c2ccncc2)c(Cl)c1 (stereo not drawn)	4	-1.3	-1.3	-4	2.2	4	-3	17	0.2	-17
COCCCN(C(=O)c1cc(C)oc1C)c1c(N)n(CC(C)C)c(=O)[nH]c1=O	5	0.3	1.5	-3	-0.6	-1	-2	-14	0.7	14
CC(=O)Nc1ccc(S(=O)(=O)N2CCN(C)CC2)cc1	-1	-1.0	0.8	-4	2.1	nt	-9	4	0.4	-4
Cc1cc(-n2c(C)cc(C(=O)CN3C(=O)NC4(CCCC4)C3=O)c2C)no1	2	-0.6	0.6	11	-0.6	0	nt	-8	-2.3	8
CNC(=O)Nc1ccc2nc(C)sc2c1	1	-2.0	1.3	1	1.7	-5	nt	15	-2.5	-15
Cc1ccc(NC(=O)C(=O)NNC(=O)c2ccccc2C)cc1Cl	-4	-4.4	-5.3	-6	-2.6	-1	-2	4	-1.4	-4
CN=C(NC#N)SCC(=O)c1ccc(Cl)cc1Cl	-3	0.1	2.8	3	3.1	-7	nt	-10	0.3	10
O=c1ccn([C@@H]2O[C@H](CNS(=O)(=O)C3CC3)[C@@H](O)[C@H]2O)c(=O)[nH]1	-2	nt	nt	-3	-0.9	-2	-1	-31	1.0	31
N#Cc1nc(N)nc(N(c2ccccc2)c2ccccc2)n1	-1	-3.3	1.2	-9	2.4	-1	nt	nt	-2.3	nt
NC(=O)NC(=O)COC(=O)CCCSc1nc2ccccc2s1	0	3.9	-0.9	-17	0.6	-2	-1	3	-1.8	-3
COC(=O)[C@H](C)NC(=O)NCc1ccccc1F	-20	-0.8	-2.6	5	3.0	6	-1	-10	nt	10
NS(=O)(=O)c1ccc(CCNC(=O)c2cncc(Br)c2)cc1	-6	-1.7	3.4	12	2.5	0	nt	19	-1.1	-19
Cc1ccc(C)c(N(CC(=O)NCCc2ccccc2)C(=O)CCC(=O)Nc2ccccn2)c1	4	-4.5	0.4	5	-0.1	-6	0	nt	-3.4	nt
CN(C)S(=O)(=O)c1cc(NC(=O)[C@H](Cc2ccccc2)N2C(=O)c3ccccc3C2=O)ccc1Cl	2	-0.9	3.0	-5	2.8	-1	31*	44	-1.6	-44
O=C1COc2ccc(C(=O)COC(=O)c3ccc(Cl)cc3[N+](=O)[O-])cc2N1	-9	0.8	0.1	0	-2.5	-5	-2	3	-0.3	-3
COc1ccc(OC)c(CCNC(=O)c2ccccc2NC(=O)C2=C(C)OCCS2)c1	1	-1.2	3.7	-8	4.8	-3	-1	32	-3.1	-32
Cc1cc(Cl)ccc1OCCCC(=O)N1CCN(C)CC1	5	-1.5	-0.2	3	1.6	2	-1	-13	-0.7	13
O=C1CC(N2CCN(c3ccccc3)CC2)C(=O)N1c1cccc(Cl)c1 (stereo not drawn)	1	2.1	9.3	nt	2.6	-32	0	-17	-3.2	17
COc1ccc(CNC(=O)C2CCN(S(C)(=O)=O)CC2)cc1	-5	-0.8	1.8	-6	1.7	-6	1	4	0.3	-4
C=CCOc1ccc(/C=C/C(=O)OCC(=O)NCC2CCCCC2)cc1	1	0.6	1.2	-5	1.8	-1	0	-20	1.5	20
COc1ccc(CNC(=O)CN(Cc2ccc(OC)cc2)C(=O)c2csnn2)cc1	-5	3.2	0.1	-13	2.5	4	-1	6	0.2	-6

Laid out differently: two of the compounds above
Results follow in this order: Tat transport | E coli growth | AddAB inh | MITF act | phage Ecoli inh | CAL PDZ FP-1 | Wnt act | SR-BI HDL uptake | CAL PDZ FP-2 | SR-BI uptake up
> COc1ccc(CNC(=O)C2CCN(S(C)(=O)=O)CC2)cc1
 : -5 | -0.8 | 1.8 | -6 | 1.7 | -6 | 1 | 4 | 0.3 | -4
> Cc1cc(-n2c(C)cc(C(=O)CN3C(=O)NC4(CCCC4)C3=O)c2C)no1
 : 2 | -0.6 | 0.6 | 11 | -0.6 | 0 | nt | -8 | -2.3 | 8

Retrieved by compound from above, 2 records:
SMILES	Tat transport	E coli growth	AddAB inh	MITF act	phage Ecoli inh	CAL PDZ FP-1	Wnt act	SR-BI HDL uptake	CAL PDZ FP-2	SR-BI uptake up
NS(=O)(=O)c1ccc(CCNC(=O)c2cncc(Br)c2)cc1	-6	-1.7	3.4	12	2.5	0	nt	19	-1.1	-19
C=CCOc1ccc(/C=C/C(=O)OCC(=O)NCC2CCCCC2)cc1	1	0.6	1.2	-5	1.8	-1	0	-20	1.5	20

(listing goes on)
SMILES	Tat transport	E coli growth	AddAB inh	MITF act	phage Ecoli inh	CAL PDZ FP-1	Wnt act	SR-BI HDL uptake	CAL PDZ FP-2	SR-BI uptake up
COc1cc(NC(=O)Cn2c([N+](=O)[O-])cnc2C)c(OC)cc1Cl	-5	-0.6	3.3	-1	-0.5	0	0	nt	-0.7	nt
COc1ccccc1CN1C[C@@H]2C[C@@H](c3ccccc3C)N3CCC[C@@]23C1=O	-9	-1.1	1.2	5	0.9	-6	0	1	-2.9	-1
COc1cccc(NC(=O)c2ccc3c(O)c(S(=O)(=O)c4ccccc4)c(=O)[nH]c3c2)c1	1	-1.5	4.7	-1	1.3	11	-1	16	-4.1	-16
CS(=O)(=O)NN1C(=O)c2ccccc2NC1c1cccc2cccnc12 (stereo not drawn)	-2	-0.9	0.1	11	3.8	-3	nt	-3	-3.5	3
CC(=O)N1CCN(C(=O)c2cccc(S(=O)(=O)NCc3ccccc3)c2)CC1	-8	-0.4	2.2	-3	2.2	-4	1	-2	-2.4	2
O=c1oc2ccccc2c(O)c1Sc1c(O)c2ccccc2oc1=O	-19	nt	nt	6	nt	-7	nt	-10	0.0	10
Cc1nnc(N/N=C/c2cc([N+](=O)[O-])c(N3CCC(C)CC3)cc2N2CCC(C)CC2)n1N	11	0.9	6.1	nt	2.7	-1	nt	53	0.4	-53
COc1ccc2c3c([nH]c2c1)[C@H]1C[C@H]2[C@H](C[C@@H](O)[C@H](OC)[C@H]2C(=O)O)CN1CC3	0	1.4	-0.8	-1	4.5	-6	1	-5	0.0	5
Fc1ccc(NC(=S)Nc2cccc3ccccc23)cc1	0	-1.7	-2.2	5	0.2	-2	6	19	-0.4	-19
CON=C(C(=O)NC1C(=O)N2C(C(=O)O)=C(CSc3nc(=O)c(=O)[nH]n3C)CSC12)c1csc(N)n1 (stereo not drawn)	-22	nt	nt	2	102*	-4	3	-5	-1.0	5
CCOc1ccc(NC(=O)C2CC3CCC2C3)cc1 (stereo not drawn)	nt	-0.2	1.0	nt	4.2	nt	8	nt	nt	nt
O=C(Nc1ccc(S(=O)(=O)NCc2ccccc2)cc1)Nc1ccc2c(c1)OCO2	12	2.3	1.6	50	nt	-5	-1	36	-0.4	-36
COc1ccc(C2=NN(C(C#N)c3ccc(OC)cc3)C(c3ccccc3)C2)cc1 (stereo not drawn)	0	-3.8	6.7	27	5.9	1	28	25	-2.2	-25
O=S(=O)(c1ccccc1)N1CCC(c2ccccc2)CC1	-5	1.5	1.6	9	0.7	nt	-3	-3	-2.0	3
Cc1csc(SC(C)C(=O)Nc2ccc3c(c2)OCCO3)n1 (stereo not drawn)	-2	3.0	3.8	12	4.1	-2	-1	-16	-1.8	16
NC(=O)C1CCN(c2nc(-c3ccc4c(c3)OCCO4)cs2)CC1	nt	-0.1	1.1	nt	1.3	nt	-1	nt	nt	nt
OCC1(CCc2ccccc2)CCCN(C/C=C/c2ccccc2)C1 (stereo not drawn)	4	0.2	3.5	-4	6.0	-5	-1	-33	nt	33
c1cc(-c2ccncc2)ccn1	5	-1.1	1.2	6	2.1	-1	-2	-10	-0.1	19
CCN1CCN(Cc2nc3c(c(=O)n(C)c(=O)n3C)n2CCc2ccccc2)CC1	-4	nt	nt	-3	2.2	0	0	-21	0.4	21
CCC1CCCCN1C(=O)CSc1nnc2nc(C)cc(C)n12 (stereo not drawn)	-4	-1.2	1.1	4	-3.2	0	-2	0	0.9	0
CC(C)(C)c1ccc(/C=C/C(=O)NC2CCS(=O)(=O)C2)cc1 (stereo not drawn)	0	-0.6	2.1	3	3.4	6	0	7	-2.9	-7
CCOC(=O)CSc1nnc(CNc2nc(-c3ccccc3)cs2)n1C	2	0.3	2.8	-11	0.2	3	nt	7	1.0	-7
CCCCCNC(=O)CN(c1ccc2c(c1)OCO2)S(C)(=O)=O	9	-0.2	2.8	6	1.2	1	0	-23	0.1	23
O=C(C[n+]1cc(-c2ccc(F)cc2)n2c1CCC2)Nc1nc(-c2ccccc2)cs1	5	2.9	4.3	-5	1.0	0	4	23	-2.8	-23
COc1ccccc1OCC(=O)N1CCN(C(=O)COc2ccccc2OC)CC1	4	-2.5	1.3	nt	1.6	-2	-1	nt	-0.1	nt
COc1ccc(CN2C(CC(=O)Nc3cccnc3)c3ccc(C(F)(F)F)cc3S2(=O)=O)cc1 (stereo not drawn)	0	-1.4	0.4	11	1.0	-6	-4	-22	-0.6	22
COc1ccc(C(=O)N/N=C(\C)c2ccc(NC(=O)Cc3ccccc3)cc2)c(OC)c1	-1	0.6	0.4	36	2.4	0	1	53	-2.7	-53
O=C(N/N=C/c1ccc(OC2CSC2)cc1)c1ccc(CN2CCOCC2)cc1	3	-3.5	1.0	-3	1.1	-5	-1	40	-1.4	-40
O=C(C1CCN(S(=O)(=O)c2cccnc2)CC1)N1CCN(c2cccc(Cl)c2)CC1	-3	-2.4	-1.6	nt	1.4	nt	-1	9	-0.8	-9
